# Chronic BCR inh = blocks chronic active B-cell receptor signaling; Potency, µM (titrated, usually from 46.1 µM), inactives show top-dose ratio change, negative = lower green/red ratio, hits mostly inhibitors; AID 493014; ABC-DLBCL IkBa-CBG/CBR reporter, luminescence ratio, 4 h; 340,000 compounds, 0.05% hits; active = well fitted inhibition curve with a large enough effect in the signal ratio, with a control signal flat, not every such curve was filed as active; inconclusive = small, poorly fitted or top-dose-only effect, or effect the other way, or a change in a side signal; the % refers to the signal ratio;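 also: potency is read from the fitted curve at half-maximal effect; plate controls were basal doxycycline-induced cells for no effect and cells given 10 µM MG132 for full effect; MG132 reads +100%, hits lower the ratio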
#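 Cell line TMD8 (human ABC DLBCL), stably expressing tet-inducible CBG68-IkBa fusion and CBR; IMDM/0.5% FBS; cpd up to 46 uM; dox induction, 4 h, 37C/5% CO2; dual luminescence; green/red ratio; MG132 control.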
# uPA surface inh = blocks generation of uPA at the cell surface; cell surface uPA generation assay, qHTS; Potency, µM (top dose mostly 38.3 µM), inactives show top-dose activity change, negative = inhibition, actives largely listed as inhibitors; 330,000 compounds, 0.31% hits; active = well fitted inhibition curve with a large enough effect; inconclusive = small, poorly fitted or top-dose-only effect; inactive = no such curve, though single readings can be large or run the other way; tested in mouse RAW 264.7 cells; also: potency is read from the fitted curve at half-maximal effect; % is scaled to controls: 0 for no effect and ±100 for the full control effect; nearly all actives have a fitted effect of over 55% in size
# TCR activator = activators of T cell receptors; primary human leukocytes, anti-CD3, IL-2 HTRF, 48 h; Potency, µM (titrated, usually from 9.22 µM), for the others: at the top dose activation of IL-2 secretion, hits mostly activators; 330,000 tested, under 10 active; AID 504894; also: % of control where 0% means no effect
#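 IL-2 release read by HTRF sandwich (Eu cryptate donor, d2 acceptor, 665 nm emission) after 48 hr exposure of primary human leukocytes to compound together with anti-CD3 beads in the absence of co-stimulatory signals.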
# ELG1 DNA repair = ELG1-dependent DNA repair inhibition. HEK293T ELG1-luciferase reporter, luminescence, 16 h; DNA damage induced by 5-fluorouridine. Potency, µM (top dose mostly 46.1 µM), for the others: at the top dose activity change, negative = inhibition, usual class: inhibitors. AID 504467. 330,000 compounds, 2.3% hits; also: potency is read from the fitted curve at half-maximal effect; % is scaled to controls: 0 for no effect and ±100 for the full control effect; nearly all actives have a fitted effect of over 55% in size
#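 5-Fluorouridine DNA damage + compound/DMSO, 2,000 cells/well, 16 h, 37 °C/5% CO2. ONE-Glo, 30 min RT, luminescence. Readout = decrease in reporter signal.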
# PTAP TSG101 blk = blocks PTAP/TSG101 interaction to inhibit HIV-1 budding. Potency, µM (series often up to 115 µM), without a hit: at the top dose activity change, negative = inhibition, usual class: inhibitors. Fluorescence polarization, FITC-PTAP peptide / Tsg101 binding. AID 493005. Q99816. 340,000 tested, under 10 active; active = well fitted inhibition curve with a large enough effect in the main read-out, with a control signal flat, not every such curve was filed as active; inconclusive = small, poorly fitted or top-dose-only effect, or effect the other way, or a change in a side signal; inactive = no such curve, though single readings can be large or run the other way; also: potency is read from the fitted curve at half-maximal effect; % of control where 0% means no effect
#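 FP read-out: FITC-PTAP peptide, 50 nM final, binding Tsg101 binding domain, 10 uM final; 20 min, r.t.; 10 mM HEPES pH 7.5, 0.15 M NaCl, 0.01% Tween 20, 3 mM EDTA, 0.1 mM TCEP.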
# TSHR antagonist = human thyrotropin receptor antagonism; P16473; activity change, negative = inhibition, % at 11.5 µM; 330,000 compounds, 0.2% hits; TSHR-expressing cells, TSH-stimulated cAMP HTRF, 2 h; stronger effect = lower value;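 active = activity change below a set negative limit, meaning inhibition stronger than a set level, cut at about -70% in these data; inconclusive = activity change between two set negative limits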; also: % is scaled to controls: 0 for no effect and ±100 for the full control effect
#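 Competitive HTRF cAMP read-out (cryptate anti-cAMP antibody, cAMP-d2; 30 min, room temperature) in freshly harvested TSHR cells. Compounds added before TSH at EC80 (4nM final), followed by 2 hours' incubation at 37 deg C.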
# Eya2 inh = Eya2 (human) phosphatase inhibition | 330,000 compounds, 0.006% hits | O00167 | Potency, µM (highest dose often 76.9 µM), for the others: at the top dose activity, negative = inhibition, hits mostly inhibitors | recombinant Eya2, OMFP fluorescence dephosphorylation (OMFP is methylfluorescein phosphate); also: potency is read from the fitted curve at half-maximal effect; % is scaled to controls: 0 for no effect and ±100 for the full control effect
# Target sequence (O00167 whole entry, looked up): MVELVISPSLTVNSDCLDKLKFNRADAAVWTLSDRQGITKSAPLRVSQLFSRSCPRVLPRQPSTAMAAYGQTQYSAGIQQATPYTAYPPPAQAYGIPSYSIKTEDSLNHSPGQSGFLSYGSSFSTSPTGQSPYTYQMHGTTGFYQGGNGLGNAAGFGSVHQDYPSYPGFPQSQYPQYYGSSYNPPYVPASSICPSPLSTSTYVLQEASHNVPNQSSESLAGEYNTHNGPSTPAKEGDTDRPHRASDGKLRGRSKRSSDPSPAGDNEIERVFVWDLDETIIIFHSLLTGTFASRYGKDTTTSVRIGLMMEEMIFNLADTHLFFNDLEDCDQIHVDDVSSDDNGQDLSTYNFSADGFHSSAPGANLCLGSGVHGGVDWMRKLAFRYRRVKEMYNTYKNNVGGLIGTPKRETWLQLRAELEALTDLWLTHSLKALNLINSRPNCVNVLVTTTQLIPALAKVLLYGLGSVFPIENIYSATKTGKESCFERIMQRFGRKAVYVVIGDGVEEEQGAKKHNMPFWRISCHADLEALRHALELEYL
#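 Eya2 protein (added as 0.2 uM solution) was preincubated with compound for 10 min at ambient temperature in 50 mM HEPES pH 7.5, 50 mM NaCl, 5 uM MgCl2, 0.05% BSA, 1 mM DTT. OMFP (added at 50 uM) then reacted 10 min; fluorescence read at 485/525 nm.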
# USP2a inh = USP2a (human) protease inhibition; O75604; USP2 core, Ub-CHOP2 coupled fluorogenic reporter, 485/531; Potency, µM (doses to about 38.3 µM), for the others: top-dose activity change, negative = inhibition, usual class: inhibitors; 330,000 compounds, 0.01% hits; AID 463254;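 also: potency is read from the fitted curve at half-maximal effect; plate controls were DMSO wells for no effect and full inhibition by NEM control for full effect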
#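 Deubiquitinase activity read as fluorescence (485/531 nm) after Ub-CHOP2 cleavage activates the enterokinase reporter on its substrate; USP2 core 10nM, Ub-CHOP2 and substrate 25nM each, 30min compound preincubation then 60min RT; data normalized to NEM, curves fitted.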
# B2AR arrestin = recruits beta-arrestin to the human beta2-adrenergic receptor | 330,000 compounds, 0.02% hits | P07550 | beta-arrestin recruitment to beta2AR, cell-based reporter | Potency, µM (series often up to 46.1 µM), inactives show at the highest dose activation, hits mostly activators;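 also: potency is read from the fitted curve at half-maximal effect; 0% = DMSO controls and full agonism = EC100 isoproterenol or metaproterenol; nearly all actives have a fitted effect of over 65% in size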
# Target sequence (P07550 whole entry, looked up): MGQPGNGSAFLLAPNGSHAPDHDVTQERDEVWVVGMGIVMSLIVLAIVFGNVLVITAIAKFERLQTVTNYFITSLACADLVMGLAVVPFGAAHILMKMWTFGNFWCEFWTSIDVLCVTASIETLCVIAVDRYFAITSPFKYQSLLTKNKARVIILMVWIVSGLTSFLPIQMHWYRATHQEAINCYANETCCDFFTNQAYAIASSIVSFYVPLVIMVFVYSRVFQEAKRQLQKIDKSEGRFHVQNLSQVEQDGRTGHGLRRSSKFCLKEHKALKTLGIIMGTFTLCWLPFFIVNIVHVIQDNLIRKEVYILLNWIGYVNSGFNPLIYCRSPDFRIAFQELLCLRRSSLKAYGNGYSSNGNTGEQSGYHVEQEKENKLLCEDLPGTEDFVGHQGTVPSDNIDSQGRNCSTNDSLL
# Tb PFK block = inhibitors of T. brucei phosphofructokinase; 330,000 compounds, 0.17% hits; O15648; T. brucei PFK, ADP-Glo luminescence; AID 485367; Potency, µM (doses to about 57.5 µM), for the others: at the highest dose activity, negative = inhibition, hits mostly inhibitors;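 also: potency is read from the fitted curve at half-maximal effect; 0% = uninhibited 1x PFK enzyme wells and -100% = no-enzyme wells; nearly all actives have a fitted effect of over 60% in size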
#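 Activity is normalized to no-enzyme wells (full inhibition) and 1.25 nM enzyme wells (no inhibition). Reaction: 0.5 mM F6P, 0.1 mM ATP, 45 min RT, ADP-Glo luminescence; concentration-response curves fitted and classed by quality.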
# Mito fusion act = blocks mitochondrial division or promotes mitochondrial fusion; S. cerevisiae fusion-defective mutant growth rescue, CellTiterGlo 48 h; Potency, µM (series often up to 46.1 µM), without a hit: at the highest dose growth rescue (activation), usual class: activators; 320,000 compounds, 0.23% hits;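 also: potency is read from the fitted curve at half-maximal effect; % of control where 0% means no effect; nearly all actives have a fitted effect of over 45% in size; temperature-sensitive fusion mutants such as fzo1-1 at 37 °C on non-fermentable ethanol glycerol medium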
#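 Growth-rescue viability read-out: after 48 h at the non-permissive 37C in glycerol/ethanol YPEG, yeast mitochondrial fusion mutants are measured by CellTiterGlo luminescence; compounds (23 nl pinned per well) restoring growth score as division inhibitors or fusion activators.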
# * hit, by the source's call; u = inconclusive; x = not tested or not shown; [ ] = dose if it differs, or a comment. Unless noted, calls follow the shape of the dose curve; as a rule, active = well fitted curve in the direction sought with a large enough effect; inconclusive = small, poorly fitted or top-dose-only effect, or another doubt; inactive = no such curve, though single readings can be large; an effect the other way counts as inactive or inconclusive. Rows are unselected (roughly 3% active in at least one column).
SMILES,Chronic BCR inh,uPA surface inh,TCR activator,ELG1 DNA repair,PTAP TSG101 blk,TSHR antagonist,Eya2 inh,USP2a inh,B2AR arrestin,Tb PFK block,Mito fusion act
CC1=CC(C)C2(COC(=O)Nc3ccccc3)COC(C)C1C2C (configuration not stated),-19%,5%,0%,-3%,-2%,-22,-2%,-1%,-0.2%,-3%,15%
COc1cccc(-c2nnc(-c3ccccc3[N+](=O)[O-])o2)c1,-1%,-2%,0%,u,-2%,-6,-5%,3%,-0.4%,7%,-3%
COc1ccc(CCNC(=O)c2ccc(Cl)cc2)cc1OC,0%,-2%,x,-8%,-1%,6,-28%,2%,-0.2%,1%,-11%
CCn1c(CNC(=O)c2ccc(OC)c(OC)c2)nnc1SCC(=O)Nc1ccccc1,-2%,3%,1%,-1%,-1%,3,-2%,1%,-0.6%,3%,-3%
Cc1nc2cc(NC(=O)NCc3ccco3)ccc2n1C,u,-7%,-2%,u,-6%,15,27%,-1%,-0.3%,0%,-2%
CC(C)[C@H](NC(=O)OCc1ccccc1)C(=O)OCC(=O)NCCc1ccccc1,0%,3%,0%,-11%,-5%,-24,-3%,1%,0.3%,-1%,0%
CCC(=O)Nc1nc(CC(=O)Nc2ccccc2OC)cs1,-9%,-3%,10%[46.1 µM],-1%,-3%,12,3%,-1%,0.0%,-5%,-3%
Nc1ccc(C(=O)OCCCc2nc3cc4ccccc4cc3[nH]2)cc1,3%,-6%,4%,u,0%,9,-6%,-2%,-0.5%,0%,12%
COc1ccc(CC(=O)Nc2ccc(-c3noc(-c4ccc(Cl)cc4)n3)cc2)cc1,u,x,4%[46.1 µM],u,-2%,-9,8%,-1%,-0.5%,-2%,-6%
COc1cc(NC(=O)c2cc3cccc(OC)c3o2)cc(C(=O)Nc2cccc(C(F)(F)F)c2)c1,u,-18%,-1%,12µM*,x,1,9%,-1%,0.0%,4%,-12%
COc1ccc(S(N)(=O)=O)cc1C(=O)OCC1CCCCC1,u,-1%,7%,-1%,-3%,-4,-2%,2%,-1.4%,3%,10%
CN1CCN(NC(=O)c2ccc(S(=O)(=O)N3CC4(C)CC3CC(C)(C)C4)cc2)CC1 (configuration not stated),0%,1%,-4%,u,1%,6,-5%,-2%,0.5%,-3%,-1%
CSc1nnc(Cn2c(=O)sc3ccccc32)n1CCc1ccccc1,11%,-1%,0%,-8%,-3%,5,16%,3%,0.4%,-1%,10%
CC(C)OP(=O)(OC(C)C)C(Nc1ccccc1)c1cccnc1 (configuration not stated),5%,0%,1%,-12%,-2%,-6,5%,0%,-1.4%,1%,-3%
CSc1ccc(CN2CCC(n3nccc3NC(=O)C3CCOC3)CC2)cc1 (configuration not stated),-4%,4%,0%,9%,0%,4,1%,2%,-0.4%,4%,-1%
CCOC(=O)c1c(/N=C/c2ccc(OC)cc2O)sc2c1CCN(C)C2,-20%,2%,4%,12%,-2%,0,u,4%,-0.2%,0%,4%
CC(C)Cn1c(=O)c(C(=O)NCc2ccccn2)c(O)c2ccccc21,-2%,5%,4%,u,-3%,0,-10%,-1%,-0.4%,-1%,11%
O=C(Nc1ccc(CN2CCS(=O)(=O)CC2)cc1)c1ccc(F)cc1,-1%,5%,2%,u,-2%,-3,12%,-2%,-1.1%,-1%,1%
CC(C)(C)n1c(=O)[nH]c2c(c1=O)CCC2,-11%,-2%,6%,-12%,0%,3,-38%,5%,-1.2%,-2%,7%
O=C(NCc1cc(F)ccc1F)C1CCC(=O)N(C2CCCCCC2)C1 (configuration not stated),9%,-2%,2%,u,1%,0,1%,4%,-0.1%,3%,2%
COc1ccc(N(C(C)C(=O)NCCSCc2cccc(Cl)c2)S(C)(=O)=O)cc1 (configuration not stated),-3%,5%,x,-16%,-3%,13,-11%,0%,-0.9%,0%,-1%
O=C(N/C(=C/c1ccccc1Cl)C(=O)N1CCOCC1)c1ccccc1,u,10%,-4%,6%,-6%,x,-9%,4%,-0.2%,0%,x
COc1ccc(CN2CCCCC2C)cc1C (configuration not stated),u,-4%,1%,6%,-4%,-20,27%,0%,-0.6%,-1%,-1%
O=C(CSCCO)Nc1cc(C(F)(F)F)ccc1Cl,-7%,x,-3%,-4%,0%,-2,-2%,3%,-0.1%,-10%,-7%
COCCCNC(=O)CC(C)c1ccccc1 (configuration not stated),-1%,4%,-8%[46.1 µM],1%,-1%,-3,1%,-1%,-1.5%,-1%,-4%
CN1CCN(CC(O)COc2ccc(Cl)cc2)CC1 (configuration not stated),-1%,-1%,1%,0%,-1%,0,-21%,-1%,-0.1%,2%,3%
CC(C)C(NS(=O)(=O)c1cccc2nsnc12)C(=O)N1CCc2ccccc2C1 (configuration not stated),7%,x,2%,-16%,-3%,-1,15%,1%,4.5%,0%,3%
O=C(CCC1CCCC1)N=C1SC2CS(=O)(=O)CC2N1Cc1ccccc1 (configuration not stated),-1%,11%,-2%,14%,-1%,-9,13%,3%,0.1%,2%,0%
Cc1ccnc(NC(=O)C2CCN(S(=O)(=O)c3ccc(Cl)c(C(F)(F)F)c3)CC2)c1,7%,1%,0%,-3%,-1%,16,23%,0%,0.3%,-2%,19%
O=C(OCC(=O)N1CCCC1)c1ccc(Cl)c([N+](=O)[O-])c1,7%,-5%,-3%,8%,0%,-6,9%,3%,-1.0%,3%,-10%
COc1ccc(NS(=O)(=O)c2ccc(F)c(Cl)c2)cn1,0%,x,8%,-9%,-8%,7,2%,19%,-0.3%,0%,4%
Cc1cccc(NC(=O)C2CCCN2C(=O)OCC(C)C)c1C (configuration not stated),-3%,-2%,-3%[46.1 µM],-15%,-7%,3,0%,-2%,0.9%,-4%,1%
CCN1CCc2c(OCC(=O)Nc3ccc(C)cc3)cccc2C1=O,2%,-3%,-4%,-3%,x,10,4%,0%,0.1%,2%,0%
N=c1c(C(=O)NCc2ccccc2)cc2c(=O)n3ccccc3nc2n1Cc1ccco1,26%,-6%,-1%,u,-5%,5,-5%,-2%,0.1%,-1%,4%
C/C(=C\c1ccccc1)CN1CCC(C(=O)N2CCCC(C)C2)CC1 (configuration not stated),0%,6%,-1%,-23%,0%,2,6%,-2%,0.0%,0%,-3%
COc1ccc(C(=O)COC(=O)c2ccc(N(C)C)cc2)cc1,0%,1%,4%,-5%,-1%,-2,10%,0%,0.0%,4%,-2%
CN1CCN(S(=O)(=O)c2cccc(C(=O)Nc3nc(-c4ccccc4)cs3)c2)CC1,u,-9%,0%,u,-2%,-18,1%,2%,-0.2%,-8%,1%
CCCc1cc(=O)n2[nH]c(NCc3ccc(OC)c(OC)c3)nc2n1,6%,3%,-2%,-19%,-2%,-5,8%,0%,0.0%,-1%,6%
O=C(O)C1[C@H]2C(=O)N(C3CCCC3)C[C@]23C=C[C@H]1O3 (some centres not stated),0%,0%,-4%,1%,-13%,10,30%,4%,-0.4%,0%,0%
C=CC[C@@H](CC(=O)N[C@H](CO)Cc1ccccc1)C(=O)N[C@H](COC(=O)[C@@H](CC=C)CC(=O)OC(C)(C)C)Cc1c[nH]c2ccccc12,u,u,-7%,u,-6%,22,12%,2%,-3.3%,-9%,x
CCOc1ccccc1N(C)C(=O)Cn1ncc2c([nH]c3ccc(C)cc32)c1=O,7%,-19%,0%,u,-1%,11,-16%,2%,-0.4%,1%,1%
NS(=O)(=O)c1cc(C(=O)NNC(=O)c2ccc3c(c2)OCO3)ccc1Cl,-8%,4%,1%,0%,-1%,-10,-5%,3%,-0.8%,5%,x
Cc1ccc(OCC(=O)Nc2ccc(S(=O)(=O)N3CCOCC3)cc2)c(Br)c1,-2%,0%,-27%,u,x,22,-15%,-1%,-0.7%,-12%,8%
O=C(c1ccc([N+](=O)[O-])cc1)N1C=CC(C(F)(F)F)=NCC1,-1%,-8%,1%,7%,-2%,6,7%,1%,0.0%,0%,-3%
CCCCn1c(N)c(N(CC)C(=O)c2ccc(C#N)cc2)c(=O)[nH]c1=O,0%,-1%,1%,0%,-4%,2,5%,2%,0.5%,-2%,-5%

# Bioassay records from PubChem BioAssay.
